Assay outcomes: PubChem BioAssay, The Scripps Research Institute Molecular Screening Center
SIAE primary – blocks human sialic acid acetylesterase. SIAE FP-Rh probe binding, fluorescence polarization. inhibition, % at 9.66 µM. hit rate 0.69% among 370,000;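 active means inhibition above a cutoff: mean of compounds within the control limits plus 3 SD of those, cut at about 17% in these data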;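 further: 0% = plate median of compound wells and 100% = probe without SIAE protein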
mABHD4 FP – ABHD4 (mouse) inhibition, primary FP screen | hit rate 0.54% among 370,000 | inhibition, % at 8.92 µM | AID 720543 | purified mABHD4, FP-Rh probe fluorescence polarization | Q8VD66;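 active means inhibition exceeding the mean over every tested compound plus 3 SD, cut at about 30% in these data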;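 further: 0% = plate median of compound wells and 100% = S159A mutant with DMSO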
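Test system: mouse ABHD4 enzyme, wild type. Reagent: FP-Rh fluorescent activity-based probe, added after compound pre-incubation. Timing: pre-incubation 45 min, probe exposure 60 min, at 25 °C. Technique: FP readout, ex 525 nm / em 598 nm. Benchmarks: high control S159A mutant with DMSO, low control median of compound wells.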
UHRF1 MBD2 ctr – UHRF1 methyl-DNA binding inhibition | Q96T88 | UHRF1 binding to methylated oligo, TR-FRET | inhibition, % at 4.4 µM | hit rate 0.75% among 370,000 | AID 687016; in the data active means inhibition above about 21%;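 further: UHRF1 SRA domain binding a hemimethylated CpG hairpin DNA probe; 0% = median of test compound wells and 100% = reference inhibitor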
Target sequence (Q96T88 whole entry, looked up, the tested form may be a part): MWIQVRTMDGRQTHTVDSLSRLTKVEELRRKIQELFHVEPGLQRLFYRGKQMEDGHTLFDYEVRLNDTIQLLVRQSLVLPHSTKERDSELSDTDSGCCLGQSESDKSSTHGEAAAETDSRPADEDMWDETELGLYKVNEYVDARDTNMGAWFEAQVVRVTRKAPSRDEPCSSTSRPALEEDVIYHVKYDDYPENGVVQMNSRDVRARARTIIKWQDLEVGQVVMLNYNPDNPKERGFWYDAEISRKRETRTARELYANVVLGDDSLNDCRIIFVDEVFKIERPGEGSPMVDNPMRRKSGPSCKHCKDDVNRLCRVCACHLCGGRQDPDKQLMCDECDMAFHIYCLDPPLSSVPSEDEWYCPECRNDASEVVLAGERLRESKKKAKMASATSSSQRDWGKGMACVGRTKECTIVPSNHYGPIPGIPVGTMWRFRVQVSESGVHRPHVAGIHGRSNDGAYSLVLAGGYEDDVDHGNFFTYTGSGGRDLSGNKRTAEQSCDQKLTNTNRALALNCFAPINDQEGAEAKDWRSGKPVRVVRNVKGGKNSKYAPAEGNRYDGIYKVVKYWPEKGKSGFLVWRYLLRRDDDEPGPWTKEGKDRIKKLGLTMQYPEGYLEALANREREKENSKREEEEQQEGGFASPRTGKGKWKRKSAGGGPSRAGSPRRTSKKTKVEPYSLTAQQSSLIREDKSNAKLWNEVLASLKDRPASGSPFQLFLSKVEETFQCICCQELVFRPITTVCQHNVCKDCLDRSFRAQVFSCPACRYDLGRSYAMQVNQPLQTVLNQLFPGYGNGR
PG9 binder – PG9 antibody binding by small molecule; TR-FRET gp120-PG9 antibody binding; inhibition, % at 6.7 µM; hit rate 0.43% among 360,000; AID 624416; in the data active means inhibition above about 8.5%
TCR CD3 inh – human TCR-CD3 binding inhibition; TAMRA-labeled TCR probe fluorescence, biochemical; inhibition, % at 9.4 µM; hit rate 0.37% among 360,000; AID 651800; in the data active means inhibition above about 19%;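 further: recombinant mutant TCR 2C K166C tagged with TAMRA read by polarization; 0% = receptor in buffer alone and 100% = receptor with positive control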
LEDGF integ inh – blocks HIV-1 LEDGF/p75-dependent DNA integration | TR-FRET IN-LEDGF/p75 DNA integration, Eu/Cy5 | hit rate 0.64% among 370,000 | inhibition, % at 3.7 µM;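 active means inhibition above the screen-wide mean plus 3 SD, cut at about 13% in these data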;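 further: signal is the Cy5 over europium emission ratio at 671 and 618 nm; 0% = plate median of compound wells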
TDP2 inh – TDP2 (human) inhibition, absorbance primary screen; O95551; recombinant TDP2, T5PNP hydrolysis, p-nitrophenol absorbance 415 nm; inhibition, % at 12.8 µM; hit rate 0.34% among 370,000;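 active means inhibition above the mean of all tested compounds plus 3 SD, set per campaign, cut at about 25% in these data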;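 further: 0% = DMSO with enzyme and 100% = buffer with substrate but no TDP2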
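Evaluation: % inhibition relative to enzyme-containing and enzyme-free wells. Material: recombinant human TDP2. Benchmarks: enzyme-free and DMSO wells. Timing: enzyme reaction with compound for 2 h at 37 °C. Compound dosing: 12.8 µM only. Measured by: p-Nitrophenol epi absorbance. Reagent: T5PNP substrate at 5 mM, a TopII-DNA adduct mimic. Replication: single well per compound.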
PRMT1 inh – PRMT1 (human) inhibition, primary screen | inhibition, % at 2.79 µM | AID 652257 | hit rate 1.3% among 370,000 | Q99873 | recombinant PRMT1, activity-based probe fluorescence polarization;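 active means inhibition above about 21% made by adding two undisclosed values, limit read from the data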
HTRA1 inh – blocks human HTRA1 serine peptidase. hit rate 0.5% among 340,000. inhibition, % at 5.96 µM. recombinant HTRA1, FP-rhodamine activity-based probe, fluorescence polarization. AID 504803; in the data active means inhibition above about 36%;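 further: 0% = enzyme with DMSO and 100% = wells lacking enzyme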
Tn7 DDE FP – inhibitors of Tn7 peptide binding to human fibrin DD(E); FP displacement of FITC-Tn7 peptide from fibrin DD(E); 0% = median of compound wells per plate; inhibition, % at 8.3 µM; hit rate 0.13% among 370,000;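 active means inhibition above the mean of compounds falling within the control limits plus 3 SD of them, cut at about 14% in these data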;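 further: 0% = plate median of compound wells and 100% = 10 µM Aha-Tn7 peptide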
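Test system – human fibrin DD(E) · Times – 10 min preincubation, 3 h with tracer, room temperature · Detection – fluorescence polarization of the labelled Tn7 tracer · Measure – percent inhibition normalized to high-control wells · Benchmarks – high control wells with 10 µM unlabelled Aha-Tn7 peptide (full inhibition) · Repeats – singlicate testing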
* = called active by the depositor; · = not tested or not shown. Rows were taken by chance. Share with any hit: about 4.2%.

SMILES	SIAE primary	mABHD4 FP	UHRF1 MBD2 ctr	PG9 binder	TCR CD3 inh	LEDGF integ inh	TDP2 inh	PRMT1 inh	HTRA1 inh	Tn7 DDE FP
O=C(CSc1nnc(-c2ccccc2)n1-c1ccc(Cl)cc1)c1ccccc1Br	-4	-19	0	·	·	-2	4	3	·	0
O=C(NC(=S)Nc1ncccn1)c1ccccc1Br	4	-17	4	-0.3	-7	1	1	21*	-6	-2
Cc1cc(C(=O)CN2CCC(C)CC2)c(C)n1-c1ccc(F)cc1	1	2	-1	-1.4	4	3	6	2	6	-8
O=C(/C=C/c1c(F)cccc1Cl)c1ccc(F)cc1	-5	-5	-1	-2.4	-1	0	-5	0	-6	0
COc1ccc(/C(O)=C2/C(=O)C(=O)N(c3nc(C)c(C)s3)C2c2ccco2)cc1 (centres undefined)	4	3	-2	1.4	2	3	3	2	5	1
O=C(CN1C(=O)c2ccccc2C1=O)Nc1ccccc1C(F)(F)F	-7	2	4	-0.4	1	-3	7	2	4	4
CCOC1=C2CN(S(=O)(=O)c3ccc(C)cc3)C(c3ccccc3)CC2N(S(=O)(=O)c2ccc(C)cc2)C(c2ccc(Br)cc2)C1 (centres undefined)	1	1	2	-0.8	4	-1	4	-4	·	-2
Clc1ccc(Nc2nc(-c3cccs3)cs2)nc1	-4	9	15	-0.5	-8	5	-2	18	-6	-1
O=C(C1Cc2ccccc2CN1C(=O)c1ccccc1)N1CCN(c2ccccc2)CC1 (centres undefined)	0	0	12	-1.4	2	2	3	-4	19	4
CCOc1ccc(C(C)=O)cc1CN1C(=O)NC2(CCCCCC2)C1=O	-4	0	0	3.1	-3	-8	-9	2	-16	-5
COCCCNC(=O)CN1C(=O)CSc2ccc(S(=O)(=O)N3CCOCC3)cc21	-3	0	1	0.8	-1	2	-4	1	2	3
Cc1csc(NC(=O)CSc2sc3c(O)cc(=O)[nH]c3c2C#N)n1	-25	-1	79*	2.8	23*	38*	8	81*	-8	-2
COc1ccc(C2NC(=O)CCC2[N+](=O)[O-])c(OC)c1OC (centres undefined)	-6	5	0	-0.5	-6	-5	0	-1	-1	1
Cc1csc(=NC(=O)c2ccccc2)n1C	-8	4	3	0.2	3	1	5	3	2	0
CCS(=O)(=O)N1CCCC(C(=O)NCc2cccc(OC)c2)C1 (centres undefined)	2	-3	1	0.5	3	-1	0	0	1	-2
O=C(CC1C(=O)NCCN1CC1CCCCC1)NCc1ccc(Cl)cc1 (centres undefined)	12	8	2	-0.2	5	-2	7	0	-6	4
CC(C)Oc1ccc(S(=O)(=O)N2CCCCCC2)c2ccccc12	10	9	-4	·	·	0	3	3	·	5
O=C(CNC(=O)c1ccco1)Nc1ccncc1	0	-1	-1	-1.0	-1	0	-2	-2	-1	-4
CCOc1ccccc1NC(=O)COC(=O)C1CC(=O)N(c2c(C)cccc2C)C1 (centres undefined)	6	1	-2	0.7	2	2	-2	-2	0	4
CCOC(=O)/C(C#N)=C1/C=CN(Cc2ccccc2)C=N1	3	-3	2	-1.1	-2	2	-3	-1	-2	2

Three of the entries above in order of their number in HTRA1 inh, rising.
structure	HTRA1 inh
O=C(CNC(=O)c1ccco1)Nc1ccncc1	-1
CCS(=O)(=O)N1CCCC(C(=O)NCc2cccc(OC)c2)C1 (centres undefined)	1
Cc1cc(C(=O)CN2CCC(C)CC2)c(C)n1-c1ccc(F)cc1	6

(listing goes on)
SMILES	SIAE primary	mABHD4 FP	UHRF1 MBD2 ctr	PG9 binder	TCR CD3 inh	LEDGF integ inh	TDP2 inh	PRMT1 inh	HTRA1 inh	Tn7 DDE FP
Cc1cccc(NC(=S)N(CCN(C)C)C(C)c2ccccn2)c1 (centres undefined)	0	1	2	-1.9	3	92*	4	-2	4	1
Cn1cc(CC(=O)NCCCN2CCCC2)c2ccccc21	8	-5	2	-0.6	0	4	-1	1	2	-1
O=C(O)/C=C/c1cn(-c2ccccc2)nc1-c1cc2ccccc2o1	-33	-28	4	-1.1	-1	0	-1	4	-35	8
CCN1CCCCC(NC(=O)c2ccc(F)c(F)c2)C1=O (centres undefined)	11	5	0	·	·	2	-10	-2	·	-4
CC(=O)Nc1ccc(NC(=O)C2CCCN2C(=O)NC2CCCCC2)cc1 (centres undefined)	7	-5	-2	0.6	0	0	1	-1	-1	-8
N#C/C(=C\c1ccccc1)C(=O)Nc1cc(S(=O)(=O)N2CCOCC2)ccc1N1CCCC1	6	2	1	-0.1	-1	-2	-7	4	1	3
O=C(c1ccc(N2CCOCC2)c([N+](=O)[O-])c1)N1CCN(c2ccccc2)CC1	1	-1	-2	1.2	3	-3	6	4	6	4
CN(C)c1ccc(CNn2cnnc2)cc1	1	-2	2	0.2	1	0	-3	1	-2	-1
COC(=O)C(Cc1ccc(O)cc1)NC(=O)CCNC(=O)c1ccco1 (centres undefined)	-3	2	2	-2.7	-4	-6	-8	0	11	-2
O=C(Nc1ccc(O)cc1)C1CCCN1S(=O)(=O)c1ccc(F)cc1 (centres undefined)	2	4	1	0.8	-3	0	10	4	6	-4
CCn1c(NC(=O)c2cccs2)c(-c2cccs2)c(=O)c2ccccc21	-1	2	0	-1.0	0	-1	5	-2	10	-10
CCNC(=S)NNC(=O)CCn1c2ccccc2c2ccccc21	1	-4	-1	-0.9	0	0	6	-2	-6	4
CCN1C(=O)[C@H]2[C@@H](c3ccc(-c4ccc(OC)cc4)cc3)N[C@@](CC(C)C)(C(=O)OC)[C@H]2C1=O	3	1	-2	-1.6	7	2	7	-1	-10	-4
Cc1ccc(NC(=O)CNC(=O)c2sc3ccccc3c2Cl)nc1	10	4	-3	15*	4	-3	7	1	-14	3
Cc1ccc(N=C2SC(C(=O)O)CC(=O)N2C)cc1C (centres undefined)	-4	-4	0	0.0	-5	-4	-1	3	2	4
COc1ccc(S(=O)(=O)N2CCCCCC2)cc1NC(=O)Cc1n[nH]c(=O)c2ccccc12	5	12	0	0.2	2	1	12	-2	-7	5
O=C(NC(=S)Nc1ccc(O)cc1)c1ccccc1Cl	5	5	0	0.7	5	-2	-5	1	-7	-1
CCC(C)Nc1nc2c(c(=O)n(C)c(=O)n2C)n1C (centres undefined)	0	-1	1	-0.1	5	1	8	-3	1	-8
O=C(COC(=O)c1cnccn1)NCCc1ccc(Cl)cc1	1	2	0	-0.7	-6	-8	-8	2	-8	-1
CCOC(=O)C1=C(CNCc2ccc(C)cc2)NC(=O)NC1c1ccc(OC)cc1 (centres undefined)	-4	-1	6	0.4	-7	0	-13	0	-12	-2
Cc1oc(-c2cccs2)nc1CN1CCN(CCC(C)C)C(CCO)C1 (centres undefined)	9	8	-3	-1.7	1	-3	4	-3	0	3
O=C1CC(N2CCN(c3ccccc3O)CC2)C(=O)N1Cc1ccccc1 (centres undefined)	-2	3	-2	-0.8	2	2	3	5	3	-6
Cc1ccc(-c2csc(=S)n2CC(=O)OCC(=O)NCc2ccco2)cc1	-2	1	-3	2.3	5	-3	5	15	-4	5
CCn1nc(C)c(CN2CCN(Cc3ccsc3)C(CCO)C2)c1C (centres undefined)	-5	-7	8	-1.5	-2	8	-10	-1	0	-1
COc1ccc(C(=O)OCC(=O)c2c(N)n(C)c(=O)n(C)c2=O)c(OC)c1OC	6	-1	1	-1.0	-1	1	-4	9	-1	-2
O=Nc1c(-c2ccccc2)cc2ccccn12	3	5	-25	-26	-1	-7	3	0	1	-1
Cc1nc2ccccc2c2nc(N)nn12	3	3	-4	0.8	5	-1	8	-1	9	-1
Cc1cc(C)cc(-n2ncc3c2CCCC3NC(=O)C2(C(N)=O)CC2)c1 (centres undefined)	-5	-8	-1	-2.0	8	3	-12	-1	0	2
CN(Cc1ccccc1)S(=O)(=O)c1ccc(NC(=S)NC(=O)C2CCCCC2)cc1	-14	-9	5	-1.6	-8	1	-12	0	-18	-5
CCN(CC)C(=O)CSc1nc(O)cc(=O)n1CC	-3	-3	-1	-0.2	3	-1	9	0	0	-4
O=C(CSc1nc(=O)n(CCCN2CCOCC2)c2c1CCCC2)Nc1cccc(F)c1	-7	8	-2	0.4	5	0	-9	5	5	5
CC1CCCC(NC(=O)COC(=O)c2sc3ccccc3c2Cl)C1C (centres undefined)	3	0	2	1.0	-7	3	-2	1	-3	1
Cc1ccc(-n2nnnc2-c2cccnc2)cc1	-6	-4	-1	-0.3	2	-2	0	1	-2	4
CC(C)OC(=O)CSc1ncnc2c1cnn2Cc1ccccc1	3	-3	-2	-1.2	-2	-2	3	-4	0	2

In the list so far, 7 have an aryl methoxy group.
SMILES	SIAE primary	mABHD4 FP	UHRF1 MBD2 ctr	PG9 binder	TCR CD3 inh	LEDGF integ inh	TDP2 inh	PRMT1 inh	HTRA1 inh	Tn7 DDE FP
COc1ccc(/C(O)=C2/C(=O)C(=O)N(c3nc(C)c(C)s3)C2c2ccco2)cc1 (centres undefined)	4	3	-2	1.4	2	3	3	2	5	1
COc1ccc(C2NC(=O)CCC2[N+](=O)[O-])c(OC)c1OC (centres undefined)	-6	5	0	-0.5	-6	-5	0	-1	-1	1
CCS(=O)(=O)N1CCCC(C(=O)NCc2cccc(OC)c2)C1 (centres undefined)	2	-3	1	0.5	3	-1	0	0	1	-2
CCN1C(=O)[C@H]2[C@@H](c3ccc(-c4ccc(OC)cc4)cc3)N[C@@](CC(C)C)(C(=O)OC)[C@H]2C1=O	3	1	-2	-1.6	7	2	7	-1	-10	-4
COc1ccc(S(=O)(=O)N2CCCCCC2)cc1NC(=O)Cc1n[nH]c(=O)c2ccccc12	5	12	0	0.2	2	1	12	-2	-7	5
CCOC(=O)C1=C(CNCc2ccc(C)cc2)NC(=O)NC1c1ccc(OC)cc1 (centres undefined)	-4	-1	6	0.4	-7	0	-13	0	-12	-2
COc1ccc(C(=O)OCC(=O)c2c(N)n(C)c(=O)n(C)c2=O)c(OC)c1OC	6	-1	1	-1.0	-1	1	-4	9	-1	-2
